Source: PubChem
RXFP1 antagonist = RXFP1 (human) relaxin receptor antagonism; activity change, negative = inhibition, % at 57.5 µM; AID 1259400; Q9HBX9; 350,000 tested, 0.59% active; HEK293-RXFP1, relaxin-stimulated cAMP HTRF, 30 min; active compounds read low;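 active = activity change of -60% or lower, but not beyond a set lower limit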; also: % is scaled to controls: 0 for no effect and ±100 for the full control effect
D1 antagonist = blocks dopamine activation of the human D1 receptor; P21728; HEK293 TREx D1 cells, calcium flux, dopamine EC80; active compounds read low; activity change, negative = inhibition, % at 10 µM; 360,000 tested, 3.2% active; AID 504652; in the data active = activity change below about -30%; also: % is scaled to controls: 0 for no effect and ±100 for the full control effect
Target sequence (P21728 whole entry, looked up): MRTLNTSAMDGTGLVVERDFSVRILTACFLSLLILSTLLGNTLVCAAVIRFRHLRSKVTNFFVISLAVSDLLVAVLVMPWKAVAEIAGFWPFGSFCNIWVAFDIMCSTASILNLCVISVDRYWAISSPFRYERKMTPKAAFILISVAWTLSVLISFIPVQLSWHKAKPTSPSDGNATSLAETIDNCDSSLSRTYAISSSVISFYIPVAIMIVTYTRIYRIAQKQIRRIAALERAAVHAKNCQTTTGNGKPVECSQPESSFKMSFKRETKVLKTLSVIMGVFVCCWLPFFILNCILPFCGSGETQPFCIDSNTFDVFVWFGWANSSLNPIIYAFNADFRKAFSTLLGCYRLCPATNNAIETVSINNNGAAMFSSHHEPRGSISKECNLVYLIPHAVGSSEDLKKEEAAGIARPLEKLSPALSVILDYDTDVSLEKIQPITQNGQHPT
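Cells carrying a force-coupled, tetracycline-inducible human D1 receptor report calcium flux. Each well gets a 10 s baseline, compound with 180 s monitoring, then an EC80 dopamine stimulus with a second 180 s kinetic read.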
D1 ag = human D1 receptor agonism; P21728; HEK293 T-REx D1 cells, calcium flux, agonist mode; activation, % at 2 µM; 360,000 tested, 1% active; AID 504660; also: 0% is about no effect
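Agonism was scored from calcium flux recorded over 180 s (1 read/s) after pintool compound addition, following a 10-cycle baseline. Cells were inducible force-coupled HEK293 TREx D1, plated overnight at 30 C and loaded with no-wash calcium dye.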
D2 antag = D2 dopamine receptor (human) antagonism; P14416; HEK293 TREx D2 cells, calcium flux, dopamine EC80; inhibition, % at 10 µM; 340,000 tested, 2% active; AID 485344; in the data active = inhibition above about 30%; also: 0% is about no effect
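HEK293 T-REx D2 cells, tet-induced, calcium dye no-wash. Cpd pintool add, 180 s kinetic, then EC80 DA, 180 s kinetic. Ca flux read.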
D2 ag = activates the human D2 dopamine receptor; AID 485358; P14416; 340,000 tested, 0.53% active; activation, % at 2 µM; HEK293 T-REx D2 cells, calcium flux agonist mode;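 active = activation over 3 SD above normal in the single-dose calcium agonist read, cut at about 30% in these data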; also: 0% is about no effect
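HEK293 Trex D2 cells, tetracycline-induced, o/n 30 C 5% CO2; no-wash Ca dye, RT 30–90 min; 10-cycle baseline, 23 nl cpd added, kinetic Ca read 180 s; agonist hits = positive Ca response.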
D2 potentiator = positive allosteric modulators of human D2 dopamine receptor. P14416. HEK293 T-REx D2, calcium flux, EC20 dopamine potentiation. potentiation, % at 10 µM. 340,000 tested, 0.34% active. AID 485347;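 active = potentiation over 3 SD above the plate norm, cut at about 30% in these data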; also: 0% is about no effect
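Potentiation of an EC20 dopamine calcium response measured kinetically over 180 s, after a preceding 180 s compound-only read flagging agonists. Cells: inducible Hek293 Trex D2 line, 4000/well, cultured overnight at 30 C before dye loading.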
D1 PAM = potentiators of human D1 dopamine receptor; P21728; HEK293 TREx D1 cells, calcium flux, dopamine EC20 potentiation; potentiation, % at 10 µM; 360,000 tested, 0.036% active; in the data active = potentiation above about 30%; also: 0% is about no effect
TRHR ag = activates the human TRH receptor; P34981; TRHR cells, calcium flux fluo-8, FDSS agonist mode; activation, % at 2 µM; 360,000 tested, 0.18% active; also: 0% is about no effect
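Agonist-mode FDSS calcium read (Ex 480/Em 530, 1 s cycles) in 1536-well TRHR cells with fluo-8 dye, after 10-cycle baseline and 23 nL compound addition; TRH at EC20 (10 nM final) added afterwards for the enhancer phase.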
TRHR enhancer = allosteric enhancers of human TRH receptor. P34981. TRHR cells, fluo-8 calcium fluorescence, EC20 TRH enhancement. enhancement, % at 2 µM. 360,000 tested, 0.66% active; in the data active = enhancement above about 30%; also: 0% is about no effect
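TRHR-expressing cells loaded with fluo-8 calcium dye were read kinetically (ex 480/em 530) during compound addition, then stimulated with an EC20 of TRH (10 nM final). Enhancement of the Gq-mediated intracellular calcium response was scored.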
An asterisk follows results filed as active; nt = no result given; & = joins results of further samples. Rule as the data show it, unless noted: active = activation above about 30%; inactive = the rest. Compounds were not picked by outcome. About 7.3% of those tested had a hit in this group.

SMILES | RXFP1 antagonist | D1 antagonist | D1 ag | D2 antag | D2 ag | D2 potentiator | D1 PAM | TRHR ag | TRHR enhancer
CN(C(=O)COC(=O)c1ccccc1SCC(=O)N1CCCC1)C1CCS(=O)(=O)C1 (stereo not drawn) | -8 | 5 | 4 | 3 | 0.6 | 11 | -3 | 0.4 | 0
O=C(CN1C(=O)C(=O)N(Cc2ccccc2)C1=O)Nc1ccc(F)c(Cl)c1 | -15 | 3 | 2 | 6 | 1.7 | -3 | -1 | 1.2 | 1
COc1cccc(CN2CC(C(=O)NCCCn3cccn3)CCC2=O)c1 (stereo not drawn) | -9 | 9 | 2 | -22 | -0.3 | 0 | -3 | 0.4 | 1
O=C(C(=O)N1CCN(c2ccccc2)CC1)c1c[nH]c2ccccc12 | -13 | 5 | 1 | -2 | 1.5 | 3 | -2 | 1.9 | -7
Cc1nc2cc(NC(=O)c3cccc(S(C)(=O)=O)c3)ccc2o1 | 9 | -10 | 2 | 33* | 0.4 | -17 | -7 | -0.8 | -7
Cc1c(C#N)c(O)[nH]c(=O)c1N=Nc1ccc(S(N)(=O)=O)cc1 | -31 | 5 | -1 | 9 | -0.5 | 12 | -1 | -0.5 | 7
CCOc1ccc(NC(=O)CSc2nc(C3CC3)nc3ccccc23)cc1 | 2 | 5 | 3 | 2 | 0.9 | 9 | 3 | 0.3 | -5
COc1ccc(C2(c3ccc(OC)cc3)NC(=O)N(CC(=O)NC3(C#N)CCCCC3)C2=O)cc1 | -6 | -6 | 4 | 8 | -0.2 | -5 | 0 | 0.6 | 3
O=C(Nc1nnc(S(=O)(=O)Cc2ccc(F)cc2)s1)c1ccccc1F | 4 | 30 | 7 | -9 | 0.1 | 9 | -1 | 0.4 | -1
COc1ccc(Cc2c(O)nc(SCC(=O)NC34CC5CC(CC(C5)C3)C4)[nH]c2=O)cc1 | -7&1 | 0&14 | 1&2 | -14&4 | 0.3&-0.5 | 1&4 | -2&2 | 0.2&0.1 | -6&10
CCc1nnc(NC(=O)COc2ccc3c(c2)OCO3)s1 | 12 | 0 | -2 | 12 | 0.2 | 30* | 7 | 0.2 | 2
O=C1CN(C(=O)c2ccccc2[N+](=O)[O-])C(c2ccccc2)c2cc(Br)ccc2N1 (stereo not drawn) | 5 | 8 | 9 | 11 | 1.6 | -10 | 4 | 0.7 | 0
O=C(COC(=O)/C=C/c1cccc(Cl)c1)NC1CCCC1 | 0 | 4 | 0 | 4 | 0.2 | 19 | -4 | -0.3 | 3
O=C(Nc1nccs1)C1CCCN1/C=C/C(=O)C(F)(F)F (stereo not drawn) | 18 | -8 | 3 | -2 | -0.2 | -15 | 6 | 0.2 | 5
Cc1cc(C(=O)CSc2ccc(Cl)cc2)cc(C)c1OC(=S)N(C)C | 16 | -21 | 7 | nt | nt | nt | -11 | 0.0 | -9

A draw from above in order of SMILES length, ascending.
SMILES | RXFP1 antagonist | D1 antagonist | D1 ag | D2 antag | D2 ag | D2 potentiator | D1 PAM | TRHR ag | TRHR enhancer
O=C(COC(=O)/C=C/c1cccc(Cl)c1)NC1CCCC1 | 0 | 4 | 0 | 4 | 0.2 | 19 | -4 | -0.3 | 3
O=C(Nc1nccs1)C1CCCN1/C=C/C(=O)C(F)(F)F (stereo not drawn) | 18 | -8 | 3 | -2 | -0.2 | -15 | 6 | 0.2 | 5
COc1cccc(CN2CC(C(=O)NCCCn3cccn3)CCC2=O)c1 (stereo not drawn) | -9 | 9 | 2 | -22 | -0.3 | 0 | -3 | 0.4 | 1
O=C(C(=O)N1CCN(c2ccccc2)CC1)c1c[nH]c2ccccc12 | -13 | 5 | 1 | -2 | 1.5 | 3 | -2 | 1.9 | -7
O=C(Nc1nnc(S(=O)(=O)Cc2ccc(F)cc2)s1)c1ccccc1F | 4 | 30 | 7 | -9 | 0.1 | 9 | -1 | 0.4 | -1
O=C(CN1C(=O)C(=O)N(Cc2ccccc2)C1=O)Nc1ccc(F)c(Cl)c1 | -15 | 3 | 2 | 6 | 1.7 | -3 | -1 | 1.2 | 1
CN(C(=O)COC(=O)c1ccccc1SCC(=O)N1CCCC1)C1CCS(=O)(=O)C1 (stereo not drawn) | -8 | 5 | 4 | 3 | 0.6 | 11 | -3 | 0.4 | 0
O=C1CN(C(=O)c2ccccc2[N+](=O)[O-])C(c2ccccc2)c2cc(Br)ccc2N1 (stereo not drawn) | 5 | 8 | 9 | 11 | 1.6 | -10 | 4 | 0.7 | 0
COc1ccc(Cc2c(O)nc(SCC(=O)NC34CC5CC(CC(C5)C3)C4)[nH]c2=O)cc1 | -7&1 | 0&14 | 1&2 | -14&4 | 0.3&-0.5 | 1&4 | -2&2 | 0.2&0.1 | -6&10
COc1ccc(C2(c3ccc(OC)cc3)NC(=O)N(CC(=O)NC3(C#N)CCCCC3)C2=O)cc1 | -6 | -6 | 4 | 8 | -0.2 | -5 | 0 | 0.6 | 3

(more compounds)
SMILES | RXFP1 antagonist | D1 antagonist | D1 ag | D2 antag | D2 ag | D2 potentiator | D1 PAM | TRHR ag | TRHR enhancer
Cc1csc(NC(=O)c2cccc(Cn3nc(C)c(Br)c3C)c2)n1 | -16 | -28 | 4 | -17 | 0.0 | -6 | 0 | -0.1 | -4
CCN(C(=O)CSc1nc2ccccc2n1CC(=O)Nc1ccccc1C)c1ccccc1 | nt | -1 | 6 | nt | -0.4 | 1 | 1 | -1.4 | 2
CCC(C)c1ccccc1NC(=S)NC(=O)c1ccco1 (stereo not drawn) | -14 | -1 | 1 | -2 | 1.1 | 14 | 2 | 8.0 | 14
CCCCN(CCCC)/C(N)=N/c1nc(C)cc(C)n1 | 9 | -12 | 2 | 26 | 0.2 | -11 | -4 | 0.4 | -11
CCc1nc(OCc2ccco2)c2sc3nc4c(cc3c2n1)COC(C)(C)C4 | -14 | -18 | 3 | -7 | 0.4 | 21 | -9 | -0.7 | -3
O=C(NCc1cccn1Cc1ccccc1)Nc1cccc(C(F)(F)F)c1 | -32 | -26 | 9 | nt | 0.0 | -20 | -4 | 0.1 | 1
COc1ccc(N=C2SC(CC(=O)Nc3ccc(OC)cc3OC)C(=O)N2C)cc1 (stereo not drawn) | -11 | 2 | 0 | 20 | 0.4 | -7 | -2 | 0.1 | 1
Cc1cccc2c1N(C(=O)c1ccco1)C(C)(C)c1ssc(=S)c1-2 | 7 | 9 | 1 | -5 | 0.6 | 4 | -4 | 0.7 | -8
C/C(=N\NC(=O)Cn1nc(C)c([N+](=O)[O-])c1C)c1ccc(Cl)s1 | 0 | 18 | 6 | nt | nt | nt | 18 | -0.9 | -3
Cc1ccc(S(=O)(=O)CC(=O)Nc2nccs2)cc1 | -9 | -19 | 2 | -1 | -0.3 | -4 | -7 | 0.1 | 14
Clc1ccc(C2Nc3cccc4cccc(c34)N2)cc1Cl | 5 | -1 | 3 | 4 | 1.4 | -7 | 2 | 0.0 | -7
O=C(CCCOc1ccccc1)Nc1cccc(C(=O)O)c1 | 2 | 8 | 1 | -11 | 0.1 | 2 | -9 | 0.3 | 5
COc1ccc(N2C(=O)CSC23C(=O)N(Cc2cccc(F)c2)c2ccccc23)cc1Cl (stereo not drawn) | nt | -1 | 4 | nt | -0.5 | -3 | -2 | 0.2 | 0
